FID counter: fluorescent intercalator displacement, NS3 helicase counter-screen. AID 1845. 0.17% of 290,000 active. DNA fluorescent intercalator displacement, fluorescence. inhibition, % at 7.9 µM; in the data active means inhibition above about 37%;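 further: 0% = vehicle and 100% = reference compound; higher means more ethidium bromide displaced from hairpin DNA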
PfM18AAP inh: blocks P. falciparum M18 aspartyl aminopeptidase. recombinant PfM18AAP, H-Glu-NHMec fluorogenic cleavage. 1.2% of 290,000 active. AID 1822. inhibition, % at 7.35 µM;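 active means inhibition above the campaign mean inhibition over all tested compounds plus 3 SD, cut at about 28% in these data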;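 further: 0% = plate median of test compound wells and 100% = 2 mM ZnCl2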
MEKK2wt PB1 HTS: raises or lowers MEK5 binding to wildtype human MEKK2 PB1 domain | Q9Y2U5 | bead flow cytometry, Alexa488-MEK5 binding to MEKK2 WT; actives lie on both sides | binding response (% of control), % at 10 µM | 1.1% of 290,000 active; in the data active means binding response below about 67% or above about 130%
NALP1 yeast inh: blocks the NALP1 inflammasome reconstituted in yeast | inhibition, % at 10 µM | 0.61% of 280,000 active | S. cerevisiae NALP1/ASC/caspase-1 growth, X-gal OD620, 72 h; in the data active means inhibition mostly above about 24%, no sharp cut-off; inactive means mostly below about 32%; further: some compounds called inactive have numbers as strong as hits
HCV NS3 hel inh: inhibitors of Hepatitis C virus NS3 helicase; NS3 helicase DNA unwinding, Cy5 molecular beacon fluorescence; inhibition, % at 10.9 µM; 0.56% of 290,000 active;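 active means inhibition above the mean of all tested compounds plus 3 SD, set per campaign, cut at about 35% in these data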;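 further: 0% = DMSO wells and 100% = thioflavine S control wells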
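Assay system: hepatitis C virus NS3 helicase domain fragment enzyme. Also added: annealed dual-labelled DNA beacon duplex, ATP-started. Timing: 1 h reaction at 25 °C, ATP-initiated. Technique: Cy5 fluorescence at 0 and 60 min, beacon hairpin quenching. Evaluation: % inhibition of unwinding. Replication: one well per compound.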
MEKK2 mut-MEK5: signal of MEK5 binding to mutant human MEKK2 PB1 domain. AID 1530. percent response, % at 10 µM. 0.35% of 290,000 active. bead flow cytometry, Alexa488-MEK5 binding to MEKK2 mutant; in the data active means percent response above about 24%, passing the limit was not always enough; further: inactives centre near 1; some results filed as inactive read as strong as hits
SUMO HTRF inh: SUMOylation inhibition. P63279. inhibition, % at 35 µM. 0.36% of 290,000 active. HTRF SUMOylation assay, SAE1/SAE2 + UBC9, in vitro; in the data active means inhibition above about 50%, passing the limit was not always enough; further: strong numbers were not always called active
Target sequence (P63279 whole entry, looked up): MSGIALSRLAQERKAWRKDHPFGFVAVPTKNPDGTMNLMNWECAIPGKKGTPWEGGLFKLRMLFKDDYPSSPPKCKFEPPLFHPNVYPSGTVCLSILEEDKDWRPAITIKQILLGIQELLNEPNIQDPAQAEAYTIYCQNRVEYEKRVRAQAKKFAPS
VIM-2 inh: inhibitors of Pseudomonas aeruginosa VIM-2 metallo-beta-lactamase. purified VIM-2, nitrocefin hydrolysis, epi-absorbance fluorescence. inhibition, % at 5.6 µM. 0.89% of 290,000 active. AID 1527;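 active means inhibition above the mean of all tested compounds plus 3 SD, cutoff set per screening run, cut at about 7.5% in these data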;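 further: red hydrolysis product quenches plate fluorescence so inhibitors raise well fluorescence; 0% = enzyme with DMSO and 100% = DMSO without enzyme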
IMP-1 inh: blocks Pseudomonas aeruginosa IMP-1 metallo-beta-lactamase | purified IMP-1, nitrocefin hydrolysis, epi-absorbance fluorescence | inhibition, % at 5.6 µM | 0.45% of 290,000 active | AID 1556;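 active means inhibition above the mean plus 3 SD of all compounds in the same screening run, cut at about 4.5% in these data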;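 further: 0% = IMP-1 with DMSO and 100% = DMSO wells lacking enzyme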
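Assay system: purified IMP-1; Quantity: IMP-1 0.2 nM before substrate addition; Medium: HEPES buffer pH 7.1 with ZnSO4 and Brij 35; Incubation: 15 min enzyme–compound preincubation, then 25 min nitrocefin reaction, 25 °C; Signal: fluorescence quenching readout, ex 480/em 530 nm; Controls: DMSO with and without IMP-1; Repeats: singlicate testing.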
The depositor's hits bear a star.

What do the screens show for `Cn1c(C(O)c2ccc3c(c2)OCO3)nc2ccccc21` (stereo not drawn)?
FID counter: -4.2; PfM18AAP inh: 11.7; MEKK2wt PB1 HTS: 99.0; NALP1 yeast inh: 3.7; HCV NS3 hel inh: -6.3; MEKK2 mut-MEK5: 2.0; SUMO HTRF inh: -1.9; VIM-2 inh: 3.9; IMP-1 inh: -5.1

Results for Cc1nnc(Sc2cc(C(=O)NCCCOC(C)C)c3ccccc3n2)s1 ?
FID counter: -34.7; PfM18AAP inh: -14.4; MEKK2wt PB1 HTS: 79.0; NALP1 yeast inh: 12.2; HCV NS3 hel inh: 1.3; MEKK2 mut-MEK5: -15.0; SUMO HTRF inh: 34.2; VIM-2 inh: 1.5; IMP-1 inh: -0.8

What do the screens show for `CCCCCCOC(=O)/C=C/c1c(C)[nH]c(=O)[nH]c1=O`?
FID counter: -1.0; PfM18AAP inh: 2.9; MEKK2wt PB1 HTS: 101.0; NALP1 yeast inh: 31.9; HCV NS3 hel inh: 0.6; MEKK2 mut-MEK5: 3.0; SUMO HTRF inh: 23.0; VIM-2 inh: -1.9; IMP-1 inh: -2.0

Results for O=C(NNC(=O)c1nn(-c2ccc(F)cc2)ccc1=O)Nc1cccc(Cl)c1 ?
FID counter: -5.1; PfM18AAP inh: 1.7; MEKK2wt PB1 HTS: 102.0; HCV NS3 hel inh: -8.1; MEKK2 mut-MEK5: 2.0; SUMO HTRF inh: -15.5; VIM-2 inh: -2.3; IMP-1 inh: -3.1

Results for Cc1[nH][nH]c(=O)c1C(c1ccc([N+](=O)[O-])cc1)c1c(C)[nH][nH]c1=O ?
FID counter: -2.4; PfM18AAP inh: 24.4; MEKK2wt PB1 HTS: 85.0; NALP1 yeast inh: -9.5; HCV NS3 hel inh: 17.7; MEKK2 mut-MEK5: -11.0; SUMO HTRF inh: 19.4; VIM-2 inh: 0.4; IMP-1 inh: -0.8

Results for COc1ccc(/C=N\NC(=O)c2ccc(=O)[nH]n2)cc1O ?
FID counter: -1.1; PfM18AAP inh: 15.0; MEKK2wt PB1 HTS: 96.0; NALP1 yeast inh: -18.2; HCV NS3 hel inh: 3.5; MEKK2 mut-MEK5: -2.0; SUMO HTRF inh: 12.4; VIM-2 inh: -0.7; IMP-1 inh: 0.6

How did COc1ccc(N(C(=O)CNC(=O)c2ccco2)C(C(=O)NCC2CCCO2)c2ccccc2)cc1 (stereo not drawn) do in these assays?
FID counter: -28.8; PfM18AAP inh: -3.4; MEKK2wt PB1 HTS: 113.0; NALP1 yeast inh: -2.4; HCV NS3 hel inh: 7.9; MEKK2 mut-MEK5: 7.0; SUMO HTRF inh: 3.2; VIM-2 inh: -0.3; IMP-1 inh: -2.6

What do the screens show for `C=CCC(Nc1ccccc1)c1cccc(OC)c1OC` (stereo not drawn)?
FID counter: -13.3; PfM18AAP inh: 0.1; MEKK2wt PB1 HTS: 105.0; NALP1 yeast inh: 5.3; HCV NS3 hel inh: -4.0; MEKK2 mut-MEK5: 2.0; SUMO HTRF inh: 8.0; VIM-2 inh: -2.9; IMP-1 inh: -2.0

What do the screens show for `O=C(O)CCCCCCCCCCCc1ccccc1`?
FID counter: -26.0; PfM18AAP inh: 1.7; MEKK2wt PB1 HTS: 90.0; NALP1 yeast inh: -1.0; HCV NS3 hel inh: 38.1*; MEKK2 mut-MEK5: 4.0; SUMO HTRF inh: 7.9; VIM-2 inh: -1.8; IMP-1 inh: -0.3

Results for COc1cc(C(=O)NCCSc2ccc(Cl)cc2)cc(OC)c1OC ?
FID counter: -30.4; PfM18AAP inh: 4.9; MEKK2wt PB1 HTS: 100.0; NALP1 yeast inh: 2.1; HCV NS3 hel inh: 4.4; MEKK2 mut-MEK5: 3.0; SUMO HTRF inh: 11.1; VIM-2 inh: -1.8; IMP-1 inh: -2.5

How did Cc1c(OCC(=O)C(C)(C)C)ccc2c(-c3ccccc3)cc(=O)oc12 do in these assays?
FID counter: -24.1; PfM18AAP inh: 0.1; MEKK2wt PB1 HTS: 102.0; NALP1 yeast inh: 7.6; HCV NS3 hel inh: -7.2; MEKK2 mut-MEK5: 9.0; SUMO HTRF inh: -13.5; VIM-2 inh: -2.4; IMP-1 inh: -1.9

How did COC(=O)c1c(C(=O)OC)c2oc3ccccc3n2c1Cl do in these assays?
FID counter: -9.7; PfM18AAP inh: 14.1; MEKK2wt PB1 HTS: 116.0; NALP1 yeast inh: 7.2; HCV NS3 hel inh: -1.4; MEKK2 mut-MEK5: 18.0; SUMO HTRF inh: 14.5; VIM-2 inh: 13.7*; IMP-1 inh: -3.0

What do the screens show for `Cc1ccc(-c2cc3nc(-c4ccc(Br)cc4)cc(N)n3n2)cc1`?
FID counter: 0.4; PfM18AAP inh: -1.1; MEKK2wt PB1 HTS: 121.0; NALP1 yeast inh: 17.0; HCV NS3 hel inh: 9.6; MEKK2 mut-MEK5: 2.0; SUMO HTRF inh: -21.0; VIM-2 inh: -3.5; IMP-1 inh: -2.4

Results for COC(=O)CCCC[C@@H]1SC[C@@H](NC(=O)OC)[C@@H]1NC(=O)OC ?
FID counter: -2.1; PfM18AAP inh: -7.3; MEKK2wt PB1 HTS: 110.0; NALP1 yeast inh: 4.8; HCV NS3 hel inh: -2.0; MEKK2 mut-MEK5: 4.0; SUMO HTRF inh: 6.3; VIM-2 inh: -2.4; IMP-1 inh: -1.8

What do the screens show for `Clc1ccc(-c2nnc(N3CCCC3)nn2)cc1`?
FID counter: 1.4; PfM18AAP inh: 3.2; MEKK2wt PB1 HTS: 98.0; NALP1 yeast inh: 13.3; HCV NS3 hel inh: 4.8; MEKK2 mut-MEK5: 6.0; SUMO HTRF inh: 13.0; VIM-2 inh: -2.3; IMP-1 inh: -1.9

How did CCOc1ccccc1C(=O)N/N=C/c1coc2ccc(C)cc2c1=O do in these assays?
FID counter: -25.2; PfM18AAP inh: 8.2; MEKK2wt PB1 HTS: 97.0; NALP1 yeast inh: -7.7; HCV NS3 hel inh: 3.8; MEKK2 mut-MEK5: -2.0; SUMO HTRF inh: 16.4; VIM-2 inh: -2.5; IMP-1 inh: 10.2*

Results for Cc1ccc(-n2nc(C)c3c(C)cc(=O)[nH]c32)cc1 ?
FID counter: -6.8; PfM18AAP inh: -1.2; MEKK2wt PB1 HTS: 103.0; NALP1 yeast inh: 8.6; HCV NS3 hel inh: -8.4; MEKK2 mut-MEK5: 4.0; SUMO HTRF inh: 10.0; VIM-2 inh: -4.5; IMP-1 inh: -1.2

Results for CNC(=O)CC1C(=O)N(c2ccc(OC)cc2)C(=S)N1NC(=O)c1cccc(F)c1 (stereo not drawn) ?
FID counter: -4.7; PfM18AAP inh: 6.4; MEKK2wt PB1 HTS: 99.0; NALP1 yeast inh: 16.2; HCV NS3 hel inh: 1.6; MEKK2 mut-MEK5: 2.0; SUMO HTRF inh: 2.2; VIM-2 inh: -5.5; IMP-1 inh: -4.1

Results for CS(=O)(=O)N(CC(=O)N1CCc2ccccc2C1)Cc1ccc(F)cc1 ?
FID counter: -29.8; PfM18AAP inh: 2.6; MEKK2wt PB1 HTS: 100.0; NALP1 yeast inh: 2.8; HCV NS3 hel inh: 6.1; MEKK2 mut-MEK5: 2.0; SUMO HTRF inh: 7.6; VIM-2 inh: -1.2; IMP-1 inh: -1.7

Results for Cc1ccc(N2C(=O)C(CN(C)C)C2c2ccccc2)cc1 (stereo not drawn) ?
FID counter: 0.7; PfM18AAP inh: -8.1; MEKK2wt PB1 HTS: 96.0; NALP1 yeast inh: 17.1; HCV NS3 hel inh: -6.2; MEKK2 mut-MEK5: -6.0; SUMO HTRF inh: -16.3; VIM-2 inh: 0.9; IMP-1 inh: -1.8

What do the screens show for `CCCCN1/C(=C/c2cccc[n+]2C)Sc2cc(NC(C)=O)ccc21`?
FID counter: -4.5; PfM18AAP inh: 2.9; MEKK2wt PB1 HTS: 101.0; NALP1 yeast inh: 10.2; HCV NS3 hel inh: 0.8; MEKK2 mut-MEK5: 3.0; SUMO HTRF inh: 1.5; VIM-2 inh: -1.0; IMP-1 inh: 0.4

Results for CCc1nnc(NC(=O)CSc2ncc(-c3ccccc3)n2CC)s1 ?
FID counter: -13.9; PfM18AAP inh: -6.8; MEKK2wt PB1 HTS: 92.0; NALP1 yeast inh: 0.8; HCV NS3 hel inh: 2.4; MEKK2 mut-MEK5: -1.0; SUMO HTRF inh: 24.1; VIM-2 inh: -2.0; IMP-1 inh: -2.8

Results for COc1cc(C)ccc1OCCCOc1c(Cl)cccc1Cl ?
FID counter: -2.1; PfM18AAP inh: -6.5; MEKK2wt PB1 HTS: 106.0; NALP1 yeast inh: 27.8; HCV NS3 hel inh: -14.5; MEKK2 mut-MEK5: 0.0; SUMO HTRF inh: -4.0; VIM-2 inh: -1.4; IMP-1 inh: -2.0

Results for COc1ccc(C(=O)/C=C2/c3ccccc3CC(C)(C)N2C)cc1 ?
FID counter: 0.2; PfM18AAP inh: -1.6; MEKK2wt PB1 HTS: 58.0; NALP1 yeast inh: 1.2; HCV NS3 hel inh: -7.2; MEKK2 mut-MEK5: -58.0; SUMO HTRF inh: 16.1; VIM-2 inh: -0.7; IMP-1 inh: -2.8

What do the screens show for `CCOC(=O)c1c(C)n(OC)c2ccc3c(no[n+]3[O-])c12`?
FID counter: 2.7; PfM18AAP inh: -3.5; MEKK2wt PB1 HTS: 102.0; NALP1 yeast inh: 1.3; HCV NS3 hel inh: 0.7; MEKK2 mut-MEK5: 3.0; SUMO HTRF inh: 5.1; VIM-2 inh: 3.0; IMP-1 inh: -1.6

What do the screens show for `CC(=O)N1c2ccc(S(=O)(=O)N3CCCCC3)cc2CC1C(=O)NCc1ccc(N(C)C)cc1` (stereo not drawn)?
FID counter: -34.0; PfM18AAP inh: 7.2; MEKK2wt PB1 HTS: 100.0; NALP1 yeast inh: 19.0; HCV NS3 hel inh: 10.8; MEKK2 mut-MEK5: 4.0; SUMO HTRF inh: 0.3; VIM-2 inh: -1.4; IMP-1 inh: -3.1

What do the screens show for `O=C1NC(=S)N/C1=C/c1cccnc1`?
FID counter: 0.3; PfM18AAP inh: 1.3; MEKK2wt PB1 HTS: 96.0; HCV NS3 hel inh: -16.2; MEKK2 mut-MEK5: -4.0; SUMO HTRF inh: 8.4; VIM-2 inh: -2.3; IMP-1 inh: -2.7

How did C#CCOCCOCCOCCNc1nc(N2CCOCC2)nc(N2CCN(C(=O)[C@H](CCCCN)n3cc([C@@H](N)C(C)CC)nn3)CC2)n1 (stereo partly drawn) do in these assays?
FID counter: 38.3*; PfM18AAP inh: 2.6; MEKK2wt PB1 HTS: 112.0; NALP1 yeast inh: -16.9; HCV NS3 hel inh: -54.7; MEKK2 mut-MEK5: 5.0; SUMO HTRF inh: 1.0; VIM-2 inh: -3.5; IMP-1 inh: -2.7

How did COC(=O)N/N=C/c1c(C)c(C(=O)c2ccc(F)cc2)n2ccccc12 do in these assays?
FID counter: -3.1; PfM18AAP inh: -0.3; MEKK2wt PB1 HTS: 101.0; NALP1 yeast inh: 36.1; HCV NS3 hel inh: -9.9; MEKK2 mut-MEK5: 0.0; SUMO HTRF inh: 10.9; VIM-2 inh: -1.1; IMP-1 inh: -2.1

High-throughput results: PubChem BioAssay, several laboratories

Compounds as they come; 4.7% or so of the library scored in one or more.
